Bioassay records (PubChem BioAssay)
FAK blocker – FAK (human) kinase inhibition; inhibition, %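 (tested at 7 µM)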; 97,000 tested, 0.84% active; biochemical FAK kinase activity assay; AID 727; in the data active = inhibition above about 19%;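 note: 0% = DMSO and 100% = reference compound high control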
Target sequence (Q05397 whole entry, looked up): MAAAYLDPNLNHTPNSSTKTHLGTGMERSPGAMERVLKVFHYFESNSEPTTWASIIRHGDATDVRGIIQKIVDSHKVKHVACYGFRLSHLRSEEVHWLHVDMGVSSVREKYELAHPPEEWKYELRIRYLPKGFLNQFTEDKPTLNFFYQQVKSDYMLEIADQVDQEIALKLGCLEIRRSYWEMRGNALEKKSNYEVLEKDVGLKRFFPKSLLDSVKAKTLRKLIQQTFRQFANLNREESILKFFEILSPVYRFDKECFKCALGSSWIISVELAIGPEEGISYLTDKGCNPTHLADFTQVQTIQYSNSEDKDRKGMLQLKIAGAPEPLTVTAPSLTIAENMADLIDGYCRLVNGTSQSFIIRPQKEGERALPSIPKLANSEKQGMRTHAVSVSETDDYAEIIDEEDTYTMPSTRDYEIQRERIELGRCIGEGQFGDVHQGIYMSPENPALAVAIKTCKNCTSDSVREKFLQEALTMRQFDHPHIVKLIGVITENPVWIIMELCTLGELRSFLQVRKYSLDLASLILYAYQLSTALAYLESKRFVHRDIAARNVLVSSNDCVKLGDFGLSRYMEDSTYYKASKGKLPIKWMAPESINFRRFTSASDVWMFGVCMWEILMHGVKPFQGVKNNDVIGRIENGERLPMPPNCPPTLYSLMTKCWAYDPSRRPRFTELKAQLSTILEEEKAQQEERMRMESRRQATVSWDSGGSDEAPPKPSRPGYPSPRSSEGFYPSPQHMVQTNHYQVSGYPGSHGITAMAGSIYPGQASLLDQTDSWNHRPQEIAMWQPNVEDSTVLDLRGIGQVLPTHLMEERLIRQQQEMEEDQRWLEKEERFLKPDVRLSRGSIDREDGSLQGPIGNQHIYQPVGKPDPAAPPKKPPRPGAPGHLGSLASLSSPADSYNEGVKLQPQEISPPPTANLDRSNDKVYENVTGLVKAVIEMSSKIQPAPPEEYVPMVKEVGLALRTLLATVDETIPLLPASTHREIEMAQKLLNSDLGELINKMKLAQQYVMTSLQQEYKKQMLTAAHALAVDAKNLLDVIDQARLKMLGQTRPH
PTPN22 act – LYP (human) phosphatase activation; Q9Y2R2; 96,000 tested, 0.11% active; activation, % at 2 µM; recombinant LYP, DiFMUP fluorescence; 0 = plate median, 100 = signal doubled;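 active = activation at 2 µM above a set limit, the mean plus 5 SD, cut at about 37% in these data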
LYP inh 2 – blocks human PTPN22 phosphatase activity; Q9Y2R2; recombinant LYP catalytic domain, DiFMUP fluorescence; inhibition, % at 2 µM; 96,000 tested, 0.21% active;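 active = inhibition at 2 µM at or above a set limit, the screen mean plus 3 SD, cut at about 24% in these data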;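 note: 0% = DMSO with enzyme and 100% = enzyme fully blocked by orthovanadate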
TNFa cytotox – HUVEC cytotoxicity counter-screen, TNF alpha stimulated. HUVEC TNFalpha-stimulated, Hoechst cell count, imaging. cell count reduction, % at 2 µM. 93,000 tested, 0.17% active. AID 848;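 active = cell count reduction exceeding the screen mean by over 5 SD, scaled to untreated wells per plate, cut at about 78% in these data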;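 note: cells counted after 24 h of TNF alpha exposure following the 1 h pretreatment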
PTK2B oligo ant – antagonists of human Pyk2 oligomerization; z-score (the deposit names both 25 µM and 10 µM); Q14289; 99,000 tested, 0.83% active; Q293 cells, Pyk2 FERM NanoBiT luminescence; active compounds read low;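 active = Z-score of -3 or lower, scaled per plate to the spread of control and sample wells; inactive = z-score above -3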;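 note: negative z-score means lost luminescence so less FERM oligomerization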
IL1B cytotox – toxic to HUVEC cells under IL-1B stimulation; 94,000 tested, 0.41% active; AID 845; HUVEC cell count loss, Hoechst imaging, IL-1B stimulated; cell count reduction, % at 2 µM;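 active = cell count reduction more than 3 SD above the screen-wide mean, cut at about 70% in these data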;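 note: normalized per plate to untreated control cells as the no-loss baseline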
cytoskel mod – modifiers of cytoskeleton assembly; AID 836; 91,000 tested, 0.18% active; HUVEC TNFa F-actin phalloidin imaging, high content; inhibition, % at 2 µM;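 active = inhibition above the batch mean plus 3 SD and confirmed as a hit by visual image inspection, cut at about 30% in these data, passing the limit was not always enough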; note: strong numbers were not always called active
ERa SRC1 inh – blocks coactivator binding to human estrogen receptor alpha; P03372; 86,000 tested, 1.7% active; inhibition, % at 25.6 µM; AID 629; TR-FRET ER-alpha LBD / SRC-1 peptide, estradiol-bound; in the data active = inhibition above about 50%;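 note: 0% = receptor plus peptide control and 100% = peptide only without receptor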
VCAM1 TNFa inh – reduces TNF alpha induced VCAM1 expression in HUVEC; 95,000 tested, 0.48% active; inhibition, % at 2 µM; HUVEC TNFa-induced VCAM-1 immunofluorescence, high-content imaging; AID 802;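 active = inhibition above the batch mean plus 3 SD, with images confirmed as a hit by eye, cut at about 37% in these data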;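 note: 0% = TNF-stimulated DMSO wells and 100% = unstimulated control wells; not every result past the cut was called active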
An asterisk follows results filed as active; nt = not tested or not shown; [ ] = another dose, or the depositor's remark. This is a random part of the collection; about 3.8% have a hit in one of these screens.

SMILES	FAK blocker	PTPN22 act	LYP inh 2	TNFa cytotox	PTK2B oligo ant	IL1B cytotox	cytoskel mod	ERa SRC1 inh	VCAM1 TNFa inh
Cc1coc2c(C)c3oc(=O)cc(-c4ccccc4)c3cc12	-3.2	7.2	-0.7	nt	-0.79	0.8	nt	nt	nt
CCOC(=O)c1c(C)c(C#N)c2c3ccccc3ccn12	0.5	8.4	-6.7	-6.2	-0.58	1.4	6.3	nt	-15.0
O=C(CCOc1ccccc1)N1CCN(S(=O)(=O)c2cccs2)CC1	1.3	-6.6	4.1	-15.6	0.9	nt	2.4	-1.2	13.4
Cc1cc(C)n(-c2nc(SCCN(C)C)c3c4c(sc3n2)CCCC4)n1	-0.4	6.7	-3.2	25.0	-0.92	-7.5	-30.5	0.7	22.2
O=C(CN1CCC(n2nnc3cc(F)ccc32)CC1)NCc1ccco1	1.1	-2.8	2.9	-23.3	0.27	4.7	44.0	36.3	8.8
Cc1ccc(-c2cc(-c3ccccc3O)nc(N/N=C/c3cccnc3)n2)cc1	0.1	4.6	-1.9	-0.9	-0.54	-7.0	-26.6	nt	-0.5
O=C1NC(c2ccccc2)(C(F)(F)F)SC2=NCCCN12 (configuration not stated)	0.5	-0.9	0.5	0.5	0.94	1.6	1.5	-27.4	-30.5
CCn1c(SCC(=O)NC2CCCCC2)nnc1-c1cc2cccc(OC)c2o1	-3.7	-16.4	17.6	-8.0	-1.54	-17.5	-5.2	-3.0	5.9
CN1CCN(S(=O)(=O)c2ccc(SCCOc3ccccc3)nc2)CC1	5.4	1.9	-5.1	-20.0	0.48	-4.0	0.5	-8.2	15.5
Cc1ccc(Cl)cc1N1CCN(Cc2nc3ccsc3c(=O)[nH]2)CC1	-2.4	4.4	-7.0	1.3	1.02	-18.9	4.5	nt	0.1
O=C(NC(Cc1ccccc1)c1ccc2c(c1)OCCCO2)c1ccccc1 (configuration not stated)	3.4	5.9	-5.2	-42.2	-1.79	1.4	15.9	nt	4.0
COc1ccc(OCCCC(=O)Oc2ccc(OC)cc2)cc1	0.1	1.7	-2.4	-19.7	1.05	-52.1	1.6	-3.5	4.4
O=C(c1cnn2c(C(F)F)cc(-c3ccccc3)nc12)N1CCCc2ccccc21	-1.7	25.1	-27.1	-25.7	-0.48	-3.1	-6.8	0.3	5.7
Oc1ccc(-c2[nH]nc(-c3ccccc3)c2-c2nc3ccccc3[nH]2)cc1	-0.7	5.5	-8.7	-30.9	-0.17	6.0	1.5	nt	-2.2
CCOC(=O)CSC1=NC(=O)CS1	8.0	-4.1	1.3	4.2	-0.1	7.2	-20.6	10.8	14.8
COCCN(C(=O)CCC(=O)Nc1ccccn1)C(C(=O)NCCC(C)C)c1ccc(OC)cc1 (configuration not stated)	9.6	1.3	-3.7	6.8	-0.39	6.3	-34.7	-6.7	-2.5
O=C(Nc1ccc(-c2nnc(-c3ccccc3)o2)cc1)C1CCCO1 (configuration not stated)	-0.7	2.2	-3.1	nt	1.17	-12.6	nt	-26.4	nt
O=C(Nc1nc2ccccc2n1CCN1CCOCC1)c1cn(-c2ccccc2)nc1-c1ccccc1	-5.8	-17.0	16.5	-5.3	-1.79	9.0	0.0	-7.3	-19.7
CCC(=O)Nc1ccc(S(=O)(=O)c2ccc(NC(=O)CC)cc2)cc1	0.5	0.8	-8.6	-23.9	-0.36	-38.8	9.1	-12.0	7.0
O=C(CSc1ncnc2c1oc1ccccc12)N1CCCc2ccccc21	-1.6	-5.9	5.5	-16.1	-2.09	-24.0	2.7	33.2[fluorescence artefact?]	0.1
CC(C)N=c1scc(-c2ccco2)n1/N=C/c1ccc(O)c(O)c1	2.3	-7.4	4.2	-4.7	0.07	-10.6	10.4	30.6	24.6
CSc1ccc(C2C(C#N)=C(N)Oc3c2ccc(=O)c2c(C)oc(C)c32)cc1 (configuration not stated)	-2.4	-12.1	10.7	-30.3	-0.77	-17.0	nt	78.2*	3.6
Cc1ccccc1NC(=O)c1cccc(N2C(=O)C3C4CCC(C4)C3C2=O)c1 (configuration not stated)	2.3	8.1	-12.7	-11.4	-0.41	-7.8	1.8	nt	-24.1
CCn1c(SCC(=O)NC2CCCc3ccccc32)nnc1-c1cccs1 (configuration not stated)	-1.4	-6.5	3.3	-8.4	-0.09	13.1	4.4	16.9	9.5
COc1ccc(C)cc1NC(=O)CN1CCN(S(=O)(=O)c2ccc(F)cc2)CC1	1.9	-9.6	10.1	-16.0	0.22	-24.5	-8.0	-9.3	-16.5

Single records, from the list above:
`O=C(CSc1ncnc2c1oc1ccccc12)N1CCCc2ccccc21` reads FAK blocker: -1.6; PTPN22 act: -5.9; LYP inh 2: 5.5; TNFa cytotox: -16.1; PTK2B oligo ant: -2.09; IL1B cytotox: -24.0; cytoskel mod: 2.7; ERa SRC1 inh: 33.2[fluorescence artefact?]; VCAM1 TNFa inh: 0.1
`Cc1ccc(Cl)cc1N1CCN(Cc2nc3ccsc3c(=O)[nH]2)CC1` reads FAK blocker: -2.4; PTPN22 act: 4.4; LYP inh 2: -7.0; TNFa cytotox: 1.3; PTK2B oligo ant: 1.02; IL1B cytotox: -18.9; cytoskel mod: 4.5; ERa SRC1 inh: nt; VCAM1 TNFa inh: 0.1
`O=C(CN1CCC(n2nnc3cc(F)ccc32)CC1)NCc1ccco1` reads FAK blocker: 1.1; PTPN22 act: -2.8; LYP inh 2: 2.9; TNFa cytotox: -23.3; PTK2B oligo ant: 0.27; IL1B cytotox: 4.7; cytoskel mod: 44.0; ERa SRC1 inh: 36.3; VCAM1 TNFa inh: 8.8

Next part
SMILES	FAK blocker	PTPN22 act	LYP inh 2	TNFa cytotox	PTK2B oligo ant	IL1B cytotox	cytoskel mod	ERa SRC1 inh	VCAM1 TNFa inh
CN(C)CCCOC(=O)CCc1ccccc1	-3.3	-4.8	2.7	nt	0.7	1.6	-45.5	2.0	-7.3
NNC(=O)CN1C(c2cccc(Cl)c2)=Nc2ccc(Br)cc2C1c1ccccc1 (configuration not stated)	-0.3	2.9	-0.7	-1.8	-2.97	-93.6	9.6	nt	2.8
c1ccc(CSc2nnc(Cc3ccccn3)o2)cc1	-4.4	-8.6	9.1	nt	-0.71	nt	nt	3.4	nt
CCOc1ccc(CNC(=O)CCn2c(=O)oc3ccccc32)cc1	-0.8	5.3	-5.5	-15.1	0.99	-8.4	-0.3	nt	-6.7
COC(=O)c1[nH]c2ccc(Cl)cc2c1NC(=O)CN1CCC(C(N)=O)CC1	1.1	-5.1	3.7	-22.8	nt	-16.9	0.6	-15.3	-4.9
CN1CCN(CCCCC(=O)c2ccccc2)CC1	0.3	12.2	-8.9	-8.0	0.06	-10.6	-11.9	-9.3	4.0
Cc1ccccc1C(=O)NNC(=O)C1CCCN(c2ncccn2)C1 (configuration not stated)	-5.2	14.3	-10.5	-10.0	0.04	-21.8	12.0	nt	-5.1
Cc1nn(CCO)c2c1C(=O)CCC2	-1.5	-4.8	0.7	-13.2	1.39	-41.3	8.3	nt	6.9
O=C(c1ccc(CN2CCc3ccccc3C2)cc1)N1CCc2ccccc2C1	0.1	2.3	0.1	0.6	0.44	-20.2	-13.7	nt	12.9
C/C(=N\NC(=O)CNc1ccccc1Cl)C(C)(C)C	-10.1	5.2	-3.7	-10.2	0.08	-14.8	-8.7	4.6	4.7
CCCC(=O)NNC(=O)CCC(=O)NCc1ccccc1	1.9	-3.8	8.8	-34.4	-0.07	nt	26.6	nt	14.4
CCOC(=O)Cn1c(=O)oc2cc(S(=O)(=O)N3CCc4ccccc43)ccc21	-1.2	-2.0	1.5	-8.5	nt	-35.2	-4.1	-3.0	5.5
CCc1nnc(NC(=O)c2c(C)nn(-c3ccccc3)c2Cl)s1	0.3	-2.8	-0.6	-14.2	0.94	-19.0	-7.9	7.0	15.7
CS(=O)(=O)N1CCN(C(=O)c2ccc(Br)s2)CC1	0.2	1.8	-0.9	-11.9	-0.56	22.5	10.2	-3.9	-7.5
COc1ccc(CCN2C(=O)c3cccnc3C2=O)cc1OC	-4.5	4.6	-6.9	-14.4	-0.35	-22.5	-4.1	8.3[fluorescence artefact?]	21.8
O=C(NCCc1ccccc1)c1ccc(Cl)nc1	-2.0	3.8	-3.3	-18.7	-0.6	22.5	-1.9	-7.2	4.4
CN1CCC(OC(=O)c2cccc(Br)c2)CC1	-0.2	-6.7	7.7	-21.9	0.32	-20.1	nt	1.9	-5.9
OC(COc1ccc2c(c1)CCC2)CN1CCN(c2cccc(Cl)c2)CC1 (configuration not stated)	0.0	0.9	2.5	-17.2	0.16	-11.6	nt	3.0	3.4
CC(=O)c1ccc(-n2c(C)ccc2-c2ccccc2)cc1	0.6	-14.5	12.3	-13.0	0.32	-25.7	6.9	nt	9.8
Cc1cccn2cc(-c3ccc(F)cc3)nc12	1.4	0.6	-2.8	7.2	0.59	-12.3	-20.5	-6.0	5.3
Cc1ccc(OCC(O)Cn2c(NCCc3ccccc3)nc3c2c(=O)[nH]c(=O)n3C)cc1 (configuration not stated)	-8.2	-11.0	14.8	1.5	1.2	0.0	-1.3	1.3	2.5
COc1ccccc1NC(=O)c1sc2ncn(Cc3ccc(C)cc3)c(=O)c2c1C	-36.9	-12.2	13.5	-4.8	1.62	-28.2	27.2	nt	-0.5
O=C(CN(CCc1ccccc1)C(=O)CN1C(=O)COc2ccccc21)NCc1ccco1	0.9	4.0	-7.7	-11.5	1.68	-14.2	1.1	3.4	4.3
CC1(C)CC(C)(c2ccc(O)cc2O)N(c2cccc(Cl)c2)C(=S)N1 (configuration not stated)	3.9	2.5	-10.4	-15.8	-1.85	-26.0	0.7	23.5	0.6
C=CCNC(=O)NC(=O)COC(=O)COc1ccc(Br)cc1F	5.1	-7.1	5.5	-16.4	0.78	-25.5	7.7	-1.3	10.3

Further structures follow:
SMILES	FAK blocker	PTPN22 act	LYP inh 2	TNFa cytotox	PTK2B oligo ant	IL1B cytotox	cytoskel mod	ERa SRC1 inh	VCAM1 TNFa inh
COc1ccc(CN2CNc3nc4ccccc4n3C2)cc1	1.3	8.5	-7.5	-0.8	0.31	-18.2	2.9	-8.1	-0.9
O=C(CSc1ncn[nH]1)Nc1ccc2c(c1)OCCO2	1.7	-5.9	9.0	-7.8	0.49	-1.5	-7.1	2.5	0.1
CN(C)/C=C(\C(=O)c1ccc(Cl)cc1)c1nnnn1-c1ccc(Cl)cc1	-2.4	4.8	-5.4	4.9	0.11	-25.6	-2.0	3.0	7.4
Fc1ccc(-c2cnc(-c3cccs3)o2)cc1	3.2	3.3	-0.6	20.5	0.35	-1.6	-35.2	-9.4	-10.9
CCC(Sc1nc(C)cc(=O)[nH]1)C(=O)Nc1nnc(C)s1 (configuration not stated)	-0.5	3.8	-5.1	-35.3	-0.16	-12.9	-14.5	-6.7	6.2
Cc1ccccc1CN(c1ccc(C(=O)Nc2cccnc2)cc1)S(C)(=O)=O	-2.0	-1.7	4.2	-12.3	-0.59	-28.2	1.3	-2.0	5.9
CCc1cccc(C)c1NC(=O)CSc1nc2ccc(N3C(=O)c4ccccc4C3=O)cc2s1	-3.9	-5.6	8.3	-11.4	-0.22	-57.6	-9.6	nt	12.2
Cc1cccc(Oc2coc3cc(OC(=O)c4cc5ccccc5oc4=O)ccc3c2=O)c1	-0.6	5.4	-3.0	2.5	-0.35	-25.1	20.7	nt	20.3
Cc1nn(C)c(C(=O)Nc2ccc(S(=O)(=O)NC34CC5CC(CC(C5)C3)C4)cc2)c1Br	0.8	1.5	0.1	-43.8	0.96	-7.4	-1.1	15.1	10.4
CCOc1ccc(S(=O)(=O)NC(C)(C)C)cc1-c1nc2c(C(C)(C)C)nn(C)c2c(=O)[nH]1	1.1	-4.5	1.9	-23.8	-0.78	-11.7	-22.2	-2.2	1.0
CCOC(=O)N1CCN(C(=O)CN(c2ccc(OC)c(OC)c2)S(C)(=O)=O)CC1	-5.8	-6.6	4.2	-7.1	-0.52	nt	5.4	-3.1	-1.2
O=C(NCC1CCCO1)c1cccnc1Nc1ccccc1F (configuration not stated)	-8.8	-0.7	0.0	-22.5	-0.01	-61.9	5.6	-9.6	-2.4
